Bioassay records as filed in PubChem.
Myeloid diff 2: promotes myeloid progenitor differentiation; calls only at 10 µM; AID 624256; 1% of 360,000 active; ER-HoxA9 myeloid progenitors, lysozyme-GFP differentiation, flow cytometry;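 active means normalized GFP-positive differentiation at or above the plate's own cutoff, the solvent-only control mean plus 3 SD; inconclusive means no clear call, values can overlap the other calls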;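 further: cells exposed to compound for four days before flow analysis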
M17LAP inhibition: P. falciparum M17LAP inhibitors, primary screen, biochemical, fluorogenic H-Leu-NHMec substrate, 1536-well (AID 1619). recombinant M17LAP, H-Leu-NHMec fluorogenic kinetic assay; higher % means a stronger effect. 0.38% of 220,000 active. inhibition, % at 30 µM, or IC50 in µM where a hit was titrated;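 active means compound inhibiting the enzyme by more than half at any dose during confirmatory dose-response retesting; inconclusive means strong single-dose inhibitors picked by rank but not retested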;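 further: plate controls were full reaction with DMSO carrier for no effect and no enzyme background for full effect; strong numbers were not always called active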
LYP inhibition: PTPN22 lymphoid phosphatase activity blockers – biochemical, fluorescence intensity, uHTS (AID 1779); recombinant LYP phosphatase, fluorescence intensity; higher % means a stronger effect; inhibition, % at 11.5 µM; hits with a dose series show IC50 in µM; 0.054% of 290,000 active;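 further: plate controls were vehicle with enzyme for no effect and no enzyme for full effect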
PMI inhibitors: MPI enzyme activity inhibition – biochemical, fluorescence intensity, coupled assay, primary screen (AID 1209); purified PMI enzyme, coupled fluorescence intensity; higher % means a stronger effect; inhibition, % at 20 µM, or IC50 in µM where a hit was titrated; 0.42% of 190,000 active;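 further: plate controls were DMSO vehicle for no effect and wells lacking substrate for full effect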
PMI inhibition: MPI inhibition at elevated mannose 6-phosphate – biochemical, fluorescence intensity, high mannose 6-phosphate, primary screen (AID 1220) | recombinant PMI enzyme, coupled fluorescence intensity; higher % means a stronger effect | inhibition, % at 20 µM; hits with a dose series show IC50 in µM | 0.66% of 190,000 active
M1AAP inhibition: malaria alanyl aminopeptidase activity blockers – biochemical, fluorogenic H-Leu-NHMec substrate, 1536-well (AID 1445). inhibition, % at 30 µM, or IC50 in µM where a hit was titrated. 0.42% of 220,000 active. recombinant M1AAP, H-Leu-NHMec fluorogenic kinetic assay; higher % means a stronger effect;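 active means primary inhibition above the hit cutoff, then over 50% inhibition at one or more dose response concentrations, cut at about 23% in these data, passing the limit was not always enough; inconclusive means conflicting primary data, or primary hits not chosen for dose response; inactive means low primary inhibition, or under 50% at every dose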;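 further: plate controls were DMSO full reaction for no effect and no enzyme background for full effect; strong numbers were not always called active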
TNAP activators: human TNAP enzyme activators, primary screen, biochemical, luminescent, no phosphate acceptor, uHTS (AID 1001). purified TNAP, luminescent activation assay, no phosphate acceptor; higher activation fold means a stronger effect. 0.03% of 200,000 active. activation fold at 20 µM, or EC50 in µM where a hit was titrated; in the data active means activation fold from about 3, or a potency from the dose series; inactive means the rest, 99 in 100 with activation fold below about 1.6; further: many of its hits are not listed in these tables
XIAP displacement: small molecules displacing peptide from XIAP – biochemical, IAP family, fluorescence polarization (AID 1018); XIAP BIR domain, fluorescence polarization peptide displacement; higher % means a stronger effect; displacement, % at 20 µM, or IC50 in µM where a hit was titrated; 0.007% of 200,000 active; in the data active means displacement above about 50%; further: a part of the inactive calls stands beside numbers as strong as those of hits
ER stress rescue: protection against thapsigargin-triggered cell killing – 384-well, CSM14.1, ATP luminescence, primary screen (AID 1222). CSM14.1 thapsigargin-induced death rescue, ATP luminescence; higher % means a stronger effect. 190,000 tested, under 10 active. cellular ATP content (survival), % at 20 µM, or EC50 in µM where a hit was titrated;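 active means EC50 below 50 µM in the dose-response confirmation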;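 further: death triggered by thapsigargin at about 15 µM added after 2 h compound pretreatment; cell ATP read after overnight thapsigargin exposure of roughly 18 to 22 hours; normalized against plate controls of thapsigargin alone and 5% DMSO vehicle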
Myeloid diff 2 GFP+ MAC1+ %: also measured in Myeloid diff 2; calls as there; GFP+ MAC1+ double positive, %; measured here: differentiation confirmed by MAC1 staining
Starred values were filed as active, the others as inactive; i = inactive; ? = inconclusive; nt = no result given. Unless noted, no stated cut-off is given here; in the data, active means inhibition above about 50%; inactive means the rest.

SMILES | Myeloid diff 2 | Myeloid diff 2 GFP+ MAC1+ % | M17LAP inhibition | LYP inhibition | PMI inhibitors | PMI inhibition | M1AAP inhibition | TNAP activators | XIAP displacement | ER stress rescue
O=C(Cn1nnc2ccccc2c1=O)N1CCOCC1 | i | 0.4 | 7% | -7% | 12% | 12% | -3% | 1 | -7.9% | -1.4%
COc1ccc(CN(C)CC(=O)Nc2sc3c(c2C#N)CCC3)c(OC)c1 | i | 0.1 | 8% | 2% | 14% | 10% | 8% | 1 | -8.1% | 3.6%
CC(=O)NC(Cc1ccc(O)cc1)C(=O)NN (stereo not drawn) | i | 0.2 | 0% | 2% | -10% | -5% | 2% | 1.1 | 0.2% | -1.0%
Cc1ccnn1CC(=O)N/N=C/c1cccs1 | i | 0.3 | 11% | 1% | -12% | 1% | 3% | 1.1 | -0.6% | -2.0%
CCOc1ccccc1NC(=S)NC1CCCCC1 | i | 1.0 | 6% | 12% | -6% | 1% | 1% | 0.9 | -5.9% | 1.9%
O=C(O)CN(C1CCCCC1)S(=O)(=O)c1ccc(F)cc1 | i | 0.7 | -4% | 1% | -22% | -17% | 5% | 1.1 | -1.1% | 0.7%
CC(C)N(Cc1nnc(-c2ccccc2Cl)o1)C(=O)c1cccc(C#N)c1 | nt | nt | nt | -3% | 9% | 15% | nt | 1.1 | -3.3% | 0.2%
CNC(=S)Nc1cccc(C(=O)OC)c1 | i | 0.4 | -5% | -4% | nt | nt | -2% | nt | nt | nt
CC(C)Oc1ccc(C(=O)N/N=C/c2ccc(-c3ccc(S(=O)(=O)Nc4ncccn4)cc3)o2)cc1 | i | 0.5 | -4% | 14% | -25% | -24% | 23µM* | 0.8 | -19% | -0.5%
Cc1cc(C)nc(SCc2nnc(SCC(=O)O)n2-c2ccccc2)n1 | i | 0.1 | 2% | -9% | -11% | -8% | 3% | 1 | -3.3% | 1.1%
O=C(CC1SC(=Nc2ccccc2)N(CCCO)C1=O)Nc1ccc(Cl)cc1 (stereo not drawn) | i | 1.1 | -7% | 3% | 17% | 14% | 2% | 1.1 | -5.5% | -2.2%
CC(=O)Nc1ccc(NC(=O)c2cccc(C(=O)OC(C)C)n2)cc1 | i | 0.3 | 11% | 0% | -3% | -1% | 2% | 1.1 | -2.7% | 0.9%
CC(C)N(C(=O)C(F)(F)F)C(C(=O)NC1CCCCC1)c1ccncc1 (stereo not drawn) | i | 1.7 | -6% | -8% | 3% | 3% | 1% | 1 | -5.9% | -1.6%
O=C(O)c1ccc(OCCn2ccnc2)cc1 | i | 2.4 | -5% | -5% | -16% | -28% | -9% | 1.1 | 0.6% | 0.8%
CCC(C)c1ccc(OCCn2cc(/C=N/NC(=O)CSc3nnc(C)s3)c3ccccc32)cc1 (stereo not drawn) | i | 0.9 | -7% | -1% | -1% | -5% | 7% | 1 | -8.9% | 1.4%
CCN(CC(=O)Nc1ccc(C(=O)OC)cc1)Cc1ccccc1 | i | 0.1 | 1% | -4% | 18% | 22% | 4% | 1.1 | -1.2% | -0.3%
CC(C(=O)O)n1cc(Cl)cn1 (stereo not drawn) | i | 0.2 | 21% | -6% | -20% | -22% | -8% | 1.1 | 0.3% | 1.1%
O=C(CSc1nc2ccccc2[nH]1)NCc1ccc2c(c1)OCO2 | i | 1.0 | -10% | -9% | 6% | -7% | 3% | 1.2 | -3.1% | -0.5%
CCn1c(SCc2ccc(Cl)cc2Cl)nc2nc3c(cc2c1=O)CCCC3 | i | 10 | 6% | 8% | 3% | 3% | -2% | 1 | -0.8% | -4.1%
CC(=O)Nc1ccc(S(=O)(=O)NCC(=O)OCc2ccccc2)cc1 | i | 1.3 | 1% | -2% | 0% | 1% | 5% | 1.1 | 0.9% | -1.1%
CC1(C)NC(=O)N(CCCCOc2ccccc2[N+](=O)[O-])C1=O | nt | nt | 1% | -7% | -5% | -4% | 1% | 1.1 | -5.6% | 1.3%
C=C(C)CN(CC)C(=O)CC1C(=O)NCCN1CC(C)(C)C (stereo not drawn) | i | 0.5 | 0% | 1% | nt | nt | -1% | nt | nt | nt
CC(=O)c1ccccc1NC(=O)COC(=O)/C=C/c1ccc(C)o1 | i | 1.3 | 16% | 6% | 1% | 0% | 13% | 1 | -3.9% | -0.8%
CCN(CC)S(=O)(=O)c1ccc(NCC2COc3ccccc3O2)c([N+](=O)[O-])c1 (stereo not drawn) | i | 0.5 | -3% | 1% | 22% | 15% | -2% | 0.9 | -10% | 2.4%
CCOc1ccc(CCNC(=O)C(C)n2nc(C)n3c(cc4occc43)c2=O)cc1OCC (stereo not drawn) | i | 0.6 | -6% | -3% | -3% | -5% | 0% | 1 | -5.3% | -2.5%
COc1ccc(/C=C(\C#N)C(=O)OCC(=O)NC2CC2)cc1 | i | 0.5 | 7% | 1% | 3% | 9% | 2% | 1 | -5.0% | -0.9%
CN1c2ccccc2C(O)=C(C(=S)Nc2ccc(Cl)cc2)S1(=O)=O | i | 0.5 | 37% | 5% | -3% | -2% | 17% | 1.1 | -9.2% | -0.8%
CC1(C)CC2CC(C)(CN2/C=N/c2sc3c(c2C#N)CC(C)(C)NC3(C)C)C1 (stereo not drawn) | i | 0.0 | 9% | 1% | nt | nt | 5% | nt | nt | nt
CCNC(=S)N(Cc1ccc2c(c1)OCO2)C1CC(=O)N(c2ccc(F)cc2)C1=O (stereo not drawn) | i | 0.7 | -4% | 5% | 13% | 7% | 1% | 1.1 | -1.3% | -3.0%
Nc1ccnc(C(F)(F)F)c1C(=O)c1ccccc1 | i | 1.1 | -1% | -13% | -4% | -2% | -2% | 1 | -4.8% | -1.4%
COc1ccc(C2CC(c3cccc(Cl)c3)n3nc(N)nc3N2)cc1 (stereo not drawn) | i | 0.8 | 0% | -2% | 7% | 11% | 2% | 1.2 | -12% | -1.7%
Oc1ccccc1C1=Nc2ncnn2C(c2ccccc2)C1 (stereo not drawn) | i | 4.4 | 7% | -3% | -40% | -32% | 8% | 1.1 | -2.8% | 2.2%
CC1CN(S(=O)(=O)c2ccc(NC(=O)CCN3C(=O)c4ccccc4C3=O)cc2)CC(C)O1 (stereo not drawn) | i | 1.1 | -4% | -3% | 1% | -2% | 17% | 1.1 | -2.2% | -0.7%
Cc1cc(C)cc(OCc2nnc(SCC(=O)OC3CCCCC3)o2)c1 | i | 1.8 | 1% | 0% | 6% | 8% | -2% | 1.1 | 0.0% | 0.0%
CC1(C)CC(=O)C(C=NCC2CCN(C(=S)Nc3cccc(Cl)c3)CC2)=C(O)C1 | i | 0.5 | 4% | -1% | -1% | -3% | 4% | 1.1 | -3.2% | 0.7%
COc1ccc(S(=O)(=O)N2CC(C)N(S(=O)(=O)c3ccc(OC)cc3)CC2C)cc1 (stereo not drawn) | nt | nt | nt | -5% | 8% | 10% | nt | 1.1 | -1.5% | -0.3%
CCn1nc(C)cc1C(=O)N1CCCC(CCC(=O)NCc2ccccc2F)C1 (stereo not drawn) | i | 0.6 | 3% | -7% | 0% | 2% | 0% | 1.1 | -2.0% | 0.1%
Cc1ccc(-n2c(CNc3ccc(F)cc3)nnc2SCC(=O)N2CCOCC2)cc1 | i | 3.1 | -7% | -2% | 5% | 4% | -4% | 1.1 | -1.6% | -1.8%
COc1ccc(N2COC3c4cccc5cccc(c45)C32)cc1 (stereo not drawn) | i | 2.6 | 2% | 0% | 5% | 16% | 1% | 1.1 | 2.7% | -2.9%
O=C(O)Cc1csc(NC(=O)CSc2nnnn2-c2ccc(O)cc2)n1 | ? | nt | 20% | -4% | nt | nt | 3% | nt | nt | nt

M1AAP inhibition, entries above that show a hit.
compound | Myeloid diff 2 GFP+ MAC1+ % | M17LAP inhibition | LYP inhibition | PMI inhibitors | PMI inhibition | M1AAP inhibition | TNAP activators | XIAP displacement
CC(C)Oc1ccc(C(=O)N/N=C/c2ccc(-c3ccc(S(=O)(=O)Nc4ncccn4)cc3)o2)cc1 | 0.5 | -4% | 14% | -25% | -24% | 23µM* | 0.8 | -19%

Additional entries follow.
SMILES | Myeloid diff 2 | Myeloid diff 2 GFP+ MAC1+ % | M17LAP inhibition | LYP inhibition | PMI inhibitors | PMI inhibition | M1AAP inhibition | TNAP activators | XIAP displacement | ER stress rescue
O=C1Nc2ccccc2N=C(c2ccccc2)c2ccccc21 | i | 0.7 | 20% | -5% | nt | nt | 7% | nt | nt | nt
O=C1C=C(NC2CCCC2)CC(c2ccccc2)C1 (stereo not drawn) | i | 0.1 | 19% | -6% | -8% | -4% | 1% | 1 | -6.8% | 2.1%
Cc1ccc(-c2noc(CSc3ccccc3)n2)cc1 | i | 0.9 | -5% | -10% | -1% | -9% | -1% | 1.1 | -6.0% | -2.0%
O=S(=O)(c1ccc(-c2cc(C(F)(F)F)on2)s1)N1CCCC1 | i | 0.0 | -15% | -3% | nt | nt | 3% | nt | nt | nt
CN(C)S(=O)(=O)c1ccc(C(=O)Nc2ccc(F)cc2F)cc1 | i | 1.3 | 1% | 0% | 11% | 9% | 3% | 1.1 | -1.2% | -4.5%
COC(=O)c1ccc(NC(CC(C)C)C(=O)OC)c([N+](=O)[O-])c1 (stereo not drawn) | i | 0.1 | 5% | -11% | 2% | -6% | 8% | 1 | -1.3% | -1.6%
Cc1nn(C)cc1/C=N/NC(=O)Cn1cncn1 | i | 0.7 | 0% | -7% | nt | nt | -7% | nt | nt | nt
CCN(CC)c1ccc(C(=O)OCC(=O)Nc2cc3oc4ccccc4c3cc2OC)cc1 | i | 0.5 | 12% | 5% | 8% | 6% | -1% | 1 | -11% | 0.2%
O=C(c1ccc(S(=O)(=O)NCC2CCCO2)cc1)N1CCN(c2cccc(Cl)c2)CC1 (stereo not drawn) | i | 0.3 | 4% | 2% | 10% | 7% | 13% | 1.1 | nt | -0.5%
NC(=O)C1(N2CCCCC2)CCN(Cc2nc(-c3cccs3)no2)CC1 | i | 0.3 | -2% | -6% | nt | nt | 6% | nt | nt | nt
CCOC(=O)c1cc2c(c(CSc3nc4ccccc4c(=O)n3Cc3ccco3)c1)OCOC2 | i | 0.5 | 4% | 1% | 17% | 21% | 4% | 1.1 | -5.2% | -0.6%
COc1ccc(NC(=O)Nc2c(SC)nsc2SC)cc1 | i | 0.3 | -3% | -7% | -58% | -57% | -2% | 1.1 | -10% | -0.6%
CCNC(=O)CCCOc1ccc(Cl)cc1Cl | i | 5.3 | 9% | -9% | 3% | -1% | 0% | 1.1 | -1.3% | nt

Full records as entered above. Order of screens: Myeloid diff 2 | Myeloid diff 2 GFP+ MAC1+ % | M17LAP inhibition | LYP inhibition | PMI inhibitors | PMI inhibition | M1AAP inhibition | TNAP activators | XIAP displacement | ER stress rescue
Profile of COC(=O)c1ccc(NC(CC(C)C)C(=O)OC)c([N+](=O)[O-])c1 (stereo not drawn) → i | 0.1 | 5% | -11% | 2% | -6% | 8% | 1 | -1.3% | -1.6%
Profile of CC(=O)Nc1ccc(S(=O)(=O)NCC(=O)OCc2ccccc2)cc1 → i | 1.3 | 1% | -2% | 0% | 1% | 5% | 1.1 | 0.9% | -1.1%
Profile of O=C(CC1SC(=Nc2ccccc2)N(CCCO)C1=O)Nc1ccc(Cl)cc1 (stereo not drawn) → i | 1.1 | -7% | 3% | 17% | 14% | 2% | 1.1 | -5.5% | -2.2%
